MOR-DOR ag = OPRM1-OPRD1 heterodimerization agonism; P35372+P41143; cells, luminescence; activation, % at 9.3 µM; 340,000 tested, 0.3% active; in the data active = activation above about 18%;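 note: 0% = vehicle-treated cells and 100% = reference agonist; values of inactives mirror those of a sister screen read the other way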
PKA-R1A act = activates the PKA-R1A holoenzyme complex; P00514+P68181; PKA-R1A dissociation, Cy5-IP20 fluorescence polarization; scaled: DMSO 0%, 113 µM cGMP 100%; 340,000 tested, 0.083% active; activation, % at 11.4 µM;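 active = percent activation above the mean of all tested compounds plus 3 SD, cut at about 19% in these data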;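 note: higher means more PKAc released from R1A so a rise in polarization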
DAGLB inh = diacylglycerol lipase beta (human) inhibition; AID 504411; inhibition, % at 5.17 µM; 340,000 tested, 0.059% active; HEK293T DAGLB membrane lysate, EnzChek fluorogenic substrate; in the data active = inhibition above about 34%;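 note: 0% = enzyme with vehicle and 100% = wells lacking enzyme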
Target sequence (Q8NCG7 whole entry, looked up): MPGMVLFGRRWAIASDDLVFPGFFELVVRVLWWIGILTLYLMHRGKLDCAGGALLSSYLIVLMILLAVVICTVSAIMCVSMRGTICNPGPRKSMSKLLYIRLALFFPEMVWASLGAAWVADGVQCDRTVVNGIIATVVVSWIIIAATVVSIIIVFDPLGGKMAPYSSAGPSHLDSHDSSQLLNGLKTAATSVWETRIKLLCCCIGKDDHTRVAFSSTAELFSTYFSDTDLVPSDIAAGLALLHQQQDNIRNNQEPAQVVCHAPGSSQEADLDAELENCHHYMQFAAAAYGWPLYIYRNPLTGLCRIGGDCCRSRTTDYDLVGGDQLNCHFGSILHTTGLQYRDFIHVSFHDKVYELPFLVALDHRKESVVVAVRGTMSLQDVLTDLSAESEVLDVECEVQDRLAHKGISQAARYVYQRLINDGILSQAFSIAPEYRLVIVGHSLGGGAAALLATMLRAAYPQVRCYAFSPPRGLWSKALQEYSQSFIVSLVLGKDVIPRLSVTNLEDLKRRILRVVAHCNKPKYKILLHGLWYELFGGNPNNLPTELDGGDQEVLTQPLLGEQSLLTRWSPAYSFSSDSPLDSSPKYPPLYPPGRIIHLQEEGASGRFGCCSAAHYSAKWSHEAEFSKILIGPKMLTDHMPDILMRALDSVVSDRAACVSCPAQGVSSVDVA
HTR5A ag ctr = activates human HTR5A in OPRM1-OPRD1 agonist counter-screen | HTR5A agonist assay, luminescence, cell-based | 340,000 tested, 0.61% active | activation, % at 9.3 µM | P47898; in the data active = activation mostly above about 9.5%, no sharp cut-off; inactive = mostly below about 7.6%;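 note: 0% = cells with vehicle only and 100% = reference agonist; strong numbers were not always called active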
HTR5A inv ctr = counter-screen for OPRM1-OPRD1 inverse agonists: human HTR5A inverse agonism; P47898; HTR5A cell line, luminescence; inhibition, % at 9.3 µM; 340,000 tested, 0.083% active; AID 504634; in the data active = inhibition mostly above about 23%, no sharp cut-off; inactive = mostly below about 18%;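 note: 0% = cells with DMSO and 100% = no-cell wells with DMSO; some compounds called inactive have numbers as strong as hits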
DSG3 Ab inh = human desmoglein-3 autoantibody binding inhibition | binding (percent of control), % at 10 µM | AID 588358 | P32926 | 310,000 tested, 0.48% active | DSG3-coupled beads, scFv-anti-DSG3-GFP binding, flow cytometry; hits give low values;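 active = binding more than 3 SD below its plate's average and above zero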;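 note: hits lower antibody fragment binding to DSG3; some compounds called inactive have numbers as strong as hits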
V-ATPase pHluor = alters yeast V-ATPase proton transport | 350,000 tested, 0.37% active | response, % at 10 µM | S. cerevisiae, pHLuorin cytosolic pH fluorescence | AID 504577; in the data active = response mostly above about 7.3%, no sharp cut-off; inactive = mostly below about 5.4%; note: actives read high; inactives centre near 0; some compounds called inactive have numbers as strong as hits; reference of the scale not given here
PKA-R2B activ = activates the human PKA-R2B holoenzyme complex | P22694+P31323 | PKA-R2B holoenzyme dissociation, Cy5-IP20 fluorescence polarization; R2B truncated from residue 108, S112A mutant; 0% DMSO only, 100% 113 µM cGMP | activation, % at 11.4 µM | 340,000 tested, 0.079% active | AID 504700;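 active = activation above a cutoff set at the mean over all compounds plus 3 SD, cut at about 18% in these data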;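 note: higher means more holoenzyme dissociation and a rise in polarization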
Target sequence (P31323 whole entry, looked up, other chains not shown, the tested form may be a part): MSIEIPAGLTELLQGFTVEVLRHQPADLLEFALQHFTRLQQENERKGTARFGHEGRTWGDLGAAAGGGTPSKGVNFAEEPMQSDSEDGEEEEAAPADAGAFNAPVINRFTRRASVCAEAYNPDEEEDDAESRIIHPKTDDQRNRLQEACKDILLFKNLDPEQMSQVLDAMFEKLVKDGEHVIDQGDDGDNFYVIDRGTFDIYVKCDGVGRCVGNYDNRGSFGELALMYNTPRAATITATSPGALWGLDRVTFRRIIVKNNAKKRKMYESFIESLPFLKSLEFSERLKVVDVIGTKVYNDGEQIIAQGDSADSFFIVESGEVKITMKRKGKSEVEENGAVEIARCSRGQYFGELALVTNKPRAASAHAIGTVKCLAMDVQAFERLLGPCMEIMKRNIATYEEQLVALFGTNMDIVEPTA
Arrestin-AP2 inh = human beta-arrestin and AP2 interaction inhibition. FITC-arrestin peptide / GST-AP2 beads, flow cytometry; AP2 beta2 appendage carries R879A mutation. 340,000 tested, 0.31% active. inhibition, % at 10 µM. AID 504490;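 active = inhibition above a set limit, near 3 SD of compounds lacking own fluorescence, cut at about 54% in these data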;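 note: plate controls were DMSO wells for no effect and 5 µM unlabelled arrestin peptide for full effect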
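Test system: GST-tagged AP2 beta2-adaptin appendage (R879A) on 4 µm glutathione beads; also added: fluorescein-tagged arrestin peptide at 50 nM final; timing: 12 min plus 1 h, RT; signal: flow cytometry, FL1 (488/535 nm); read-out: percent drop in bead-associated FITC signal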
OPRM1-OPRD1 inv = inverse agonist of human OPRM1-OPRD1 heterodimerization. cell-based MOR-DOR heterodimer luminescence, inverse agonism. inhibition, % at 9.3 µM. 340,000 tested, 0.21% active; in the data active = inhibition above about 22%, passing the limit was not always enough;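 note: 0% = cells with DMSO and 100% = wells without cells with DMSO; values of inactives mirror those of a sister screen read the other way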
An asterisk follows results filed as active; / = not tested or not shown.

SMILES	MOR-DOR ag	PKA-R1A act	DAGLB inh	HTR5A ag ctr	HTR5A inv ctr	DSG3 Ab inh	V-ATPase pHluor	PKA-R2B activ	Arrestin-AP2 inh	OPRM1-OPRD1 inv
CN(Cc1cccs1)S(=O)(=O)c1ccc(Cl)cc1F	-1.2	-3	-3	-9	-3	95	-1	-9	34	5
CN(C)C(=O)N1CCN(S(=O)(=O)c2ccc3ccccc3c2)CC1	1.3	-10	0	2	-7	99	-2	-4	-3	-6
O=S1(=O)CCOC[C@H](CC2CCCCC2)N1Cc1ccccc1F	0.8	7	-8	3	-10	99	2	-7	-2	-5
Cc1ccccc1Cn1ccc(NC(=O)c2nc3ncccn3n2)n1	-2.3	-10	0	4	-15	104	0	-5	-4	10
CC(C)c1ccc(-c2nc3c([nH]2)c(=O)n(C)c(=O)n3C)cc1	-3.9	-7	-1	2	-15	/	1	7	-2	16
CCOC(=O)C(C)Oc1c(C(=O)OC)sc2ncccc12 (stereo unspecified)	-1.6	6	0	-3	7	/	1	3	13	8
OCCNc1ncnc2c1ncn2Cc1ccccc1	-2.0	6	-1	-1	5	/	-4	-3	-7	10
CN1C[C@@H]2C[C@@H](c3cccn3-c3nccs3)N3CCC[C@@]23C1=O	0.7	-2	-2	-3	0	121	3	-4	-4	-4
COc1ccc(CCN(C)Cc2nc(-c3cnccn3)no2)cc1OC	-2.5	-20	0	-2	19	89	-3	2	35	13
O=C1/C(=C\c2ccsc2)N2CCC1CC2	-2.5	1	0	3	-3	106	-2	-7	1	12
Cc1c(Cl)cccc1N1C(=O)CC(Sc2ccccc2N)C1=O (stereo unspecified)	/	9	4	/	/	109	2	-3	/	/
CCOC(=O)C(=O)N1CCC(C(=O)OC)CC1	-2.7	4	0	0	0	99	0	8	4	14
COC(=O)C(C)Oc1ccc(-c2nccc(-c3ccc(F)cc3)n2)cc1 (stereo unspecified)	-3.2	-16	-7	-3	11	91	5	-2	-10	14
c1ccc2sc(NN=C3CCCC3)nc2c1	-1.2	-1	1	-6	14	93	-2	-2	3	7
Cn1nnnc1NN=Cc1ccccc1	/	2	-6	/	/	108	4	0	/	/
O=C(Nc1ccn(Cc2ccccc2F)n1)c1ccc(COc2ccc(Br)cc2)cc1	3.3	1	-13	1	-21	101	-1	-3	8	-19
COc1cc(/C=C2\C(C)=C(C#N)c3nc(N)c(C#N)c(C)c32)ccc1OCC(=O)O	0.6	10	4	2	-10	85	-5	3	-5	-3
CCN(CC)S(=O)(=O)N1CCC(C(=O)NCc2ccc(C)cc2)CC1	-1.5	4	-2	5	3	107	-1	4	28	8
COc1ccc(S(=O)(=O)N(C)C[C@@H]2Oc3cc(C#CC4CCCCC4)ccc3S(=O)(=O)N([C@@H](C)CO)C[C@@H]2C)cc1	/	6	-7	/	/	/	-1	11	/	/
O=C(NC1CCN(S(=O)(=O)c2ccc(Cl)cc2)CC1)c1cccnc1	0.2	2	1	4	-11	/	-4	-1	8	-1
COc1ccccc1CN1CC(C(=O)NC2CCCCC2)CC1=O (stereo unspecified)	-1.2	-1	-1	-1	-3	97	1	-7	2	7
COCC1CCN(C(=O)c2cc(COc3ccc4ncccc4c3)on2)CC1	0.0	-1	-1	2	-6	114	-2	5	1	0
COc1ccccc1[C@@]1(C)ON(c2ccccc2C(F)(F)F)C1=O	8.0	-12	-5	16	-43	100	4	-17	7	-47
Cc1cc(C)nc(SCC(=O)Nc2ncc3c(n2)CCCC3=O)n1	-1.7	4	1	1	14	104	0	-6	-12	10
CCOC(=O)CCCNC(=O)CCNC(=O)c1ccc(OC)cc1	1.2	4	-1	11	-28	103	2	-3	-6	-8
O=C(c1cn(Cc2ccccc2)nc1-c1cccnc1)N1CCN(Cc2ccccc2)CC1	-2.8	-7	1	3	-10	104	-3	-9	0	15
CC(=O)N1N=C(c2ccccc2)OC1c1ccc([N+](=O)[O-])s1 (stereo unspecified)	1.0	-4	0	0	1	102	-1	-8	-6	-5
O=C(CCC(=O)N1CCOc2ccccc21)NCc1ccccn1	-1.8	-7	4	-2	6	98	4	-1	7	11
CN1CCN(c2ccc(NC(=O)Cc3ccccc3)cc2)CC1	-0.9	1	-1	-1	-10	99	-3	-12	-5	5
CC(=O)Nc1ccc(NC(=O)C(C)N(C)CC(=O)Nc2ccccc2Br)cc1 (stereo unspecified)	-3.1	-9	-3	0	0	99	3	-4	32	14
C[n+]1ccccc1N1CCN(c2ccccc2Cl)CC1	0.2	-3	-1	-2	-3	100	-2	-10	28	-1
CCN(CC)CCn1c(NC(=O)c2ccc(Cl)cc2)nc2ccccc21	/	-3	-5	/	/	120	5	-2	0	/
Nc1ccc(C(=O)Nc2ccc3c(O)cc(S(=O)(=O)O)cc3c2)cc1	-1.7	6	2	-3	11	94	0	-6	1	9
Cc1cc(C)c(OCC(=O)N2CC=C(c3ccccc3)CC2)c(C)c1	-0.7	-11	-14	3	9	100	-6	0	4	3
CC(C(=O)N(C)C)N(C#N)c1nc(N(C)C)nc(N(C)C)n1 (stereo unspecified)	-4.4	-14	-1	2	7	/	2	-15	10	18
COc1ccc(C(=O)NNC(=S)NC(=O)c2ccccc2)cc1	-0.9	-9	-2	4	-14	87	-5	5	3	4
Cc1cccc(NC(=O)CCC(=O)N/N=C/c2cccnc2)c1	-3.9	4	3	2	-19	94	-1	-3	8	20
CC(=O)NS(=O)(=O)c1ccc(NC(=O)NC2CCCCC2)cc1	-0.8	3	-1	3	14	96	-1	-7	-9	4
CC(C)=C1SC(N2CCN(c3cccc(C)c3)CC2)=NC1=O	-0.5	-10	2	13	-7	101	4	0	-6	3
Cn1nc(C(=O)NCc2ccccc2CN2CCCC2)c2ccccc2c1=O	-1.7	-9	2	0	-3	114	-3	-2	2	11
COc1ccc(-c2cnn3c4c(c(C)nc23)CCN4C2CCCC2)cc1OC	-1.1	4	2	4	-9	104	3	-6	2	6
Cc1cc(C)c(NC(=O)c2cnn(C)c2)c(C)c1	-1.0	0	-1	-1	-4	88	-2	11	5	5
O=C(Cc1ccc(NC2=NC3CS(=O)(=O)CC3S2)cc1)NCc1ccccc1Cl (stereo unspecified)	-1.7	-3	2	-3	1	103	9	-3	17	10
c1ccc2c(c1)OCCOCCOCCOCCOCCOc1ccccc1OCCOCCOCCO2	-1.0	6	1	2	30	92	-1	-3	4	5
Cc1ccc(CC(=O)Nc2ccc(F)c([N+](=O)[O-])c2)cc1	-3.3	-1	-2	4	17	103	-2	-6	-6	17
O=[N+]([O-])c1ccccc1S(=O)(=O)N1CCN(c2ccccc2)CC1	-2.1	-9	0	1	-2	114	-1	0	-4	10
CCC(=O)Nc1ccc(/C(C)=N/NC(=O)c2c(Br)c(C)nn2C)cc1	-0.3	-10	-1	3	-26	79	-3	-2	-1	2
OCCN1CCN(CC(O)COC(c2ccc(F)cc2)c2ccc(F)cc2)CC1 (stereo unspecified)	-2.0	4	-2	1	-4	97	-2	6	-27	9
O=C(O)CC1=C(Nc2ccccc2)C(=O)N(c2ccccc2)C1c1ccc(Cl)cc1 (stereo unspecified)	-0.2	-8	6	0	-9	88	3	10	16	1
COC(=O)[C@H](CCSC)NC(=O)c1cc2c(cn1)[nH]c1ccccc12	0.1	9	-2	-1	4	95	1	4	-5	0
COCCN(C(=O)c1snc(C(N)=O)c1N)C(C(=O)NC1CCCCC1)c1cc(OC)c(OC)c(OC)c1 (stereo unspecified)	-2.1	-13	-2	2	-7	96	6	2	30	10
COc1ccc(S(=O)(=O)N2CCOCC2)cc1NC(=O)COC(=O)C1CCC1	-0.9	-2	3	5	-13	/	2	13	1	4
CC(C)(c1ccccc1)c1ccc(OCCN2CCOCC2)cc1	0.9	-4	1	14*	-54	103	4	-6	-23	-4
C=CCN(CC=C)C(=O)C1c2ccccc2Oc2ccccc21	/	-7	-5	/	/	107	-4	2	/	/
CCCNC(=O)NNC(=O)c1ccc(F)cc1	-3.0	0	1	7	-18	/	1	-4	12	14
O=C1CC(NCc2ccc3c(c2)OCO3)C(=O)N1CCc1ccccc1 (stereo unspecified)	-0.3	3	0	0	13	102	-1	-4	0	2
CC(NC(=O)/C=C/c1ccccc1)c1ccccc1 (stereo unspecified)	-2.0	-5	0	4	-10	93	2	-2	12	10
CC(C)OC(=O)c1nn2c(C(F)(F)F)cc(-c3ccco3)nc2c1Cl	-0.7	-14	-4	-4	3	94	-7	-1	0	4
CC(CN1CCOCC1)OC(=O)c1ccc(Br)cc1 (stereo unspecified)	1.0	-6	1	5	11	103	-96	-6	-3	-6
O=C(O)c1ccc(CSc2nnc(-c3ccccc3)n2-c2ccccc2)cc1	-2.1	-10	0	1	-3	96	-2	-10	8	11

Single records, as listed above:
O=C(CCC(=O)N1CCOc2ccccc21)NCc1ccccn1 as listed: MOR-DOR ag = -1.8; PKA-R1A act = -7; DAGLB inh = 4; HTR5A ag ctr = -2; HTR5A inv ctr = 6; DSG3 Ab inh = 98; V-ATPase pHluor = 4; PKA-R2B activ = -1; Arrestin-AP2 inh = 7; OPRM1-OPRD1 inv = 11
CC(C)OC(=O)c1nn2c(C(F)(F)F)cc(-c3ccco3)nc2c1Cl as listed: MOR-DOR ag = -0.7; PKA-R1A act = -14; DAGLB inh = -4; HTR5A ag ctr = -4; HTR5A inv ctr = 3; DSG3 Ab inh = 94; V-ATPase pHluor = -7; PKA-R2B activ = -1; Arrestin-AP2 inh = 0; OPRM1-OPRD1 inv = 4

Later entries
SMILES	MOR-DOR ag	PKA-R1A act	DAGLB inh	HTR5A ag ctr	HTR5A inv ctr	DSG3 Ab inh	V-ATPase pHluor	PKA-R2B activ	Arrestin-AP2 inh	OPRM1-OPRD1 inv
N#CCCn1cc(/C=N/O)c(-c2ccccc2)n1	0.0	-7	2	0	13	101	-5	-15	12	0
O=C(Nc1ncc2c(n1)CC(c1ccco1)CC2=O)c1ccc(Cl)cc1 (stereo unspecified)	-2.1	-2	-1	0	-6	116	0	-3	9	12
CCc1ccc(OC(C)C(=O)N(Cc2ccco2)C2CCS(=O)(=O)C2)cc1 (stereo unspecified)	0.0	-4	2	3	-11	106	0	2	-4	0
CCOc1ccc(C(C)=O)cc1Cn1nc(C(=O)O)c2ccccc2c1=O	-0.3	-4	14	-2	-12	/	0	-3	27	1
O=C(Nc1ccc(F)cc1)C(Sc1nc2ccccc2[nH]1)c1ccccc1 (stereo unspecified)	10	-4	-2	0	7	/	-2	-18	6	-52
CCOC(=O)N1CCN(C(=O)C(C)SCc2ccccc2)CC1 (stereo unspecified)	-1.6	-3	0	7	-4	103	3	3	1	9
CCOC(=O)c1ccccc1NC(=O)C1CC(=O)N(c2ccccc2)C1 (stereo unspecified)	0.1	7	-3	0	-1	92	-1	0	-3	-1
Cc1ccc2c(c1)N(CC(=O)NCc1ccco1)C(=O)C(C(C)C)O2 (stereo unspecified)	-0.6	7	-1	3	-8	99	1	3	4	3
Cc1cc(C)cc(Oc2ncnc3c2ncn3Cc2c(Cl)cccc2Cl)c1	1.4	-14	-4	1	-11	101	-1	1	10	-7
COc1ccc(CCNc2nc(C)nc3c2nnn3Cc2ccccc2)cc1	1.6	5	0	-3	13	117	0	6	5	-8
C[C@H]1NS(=O)(=O)c2cc(Cl)ccc2O[C@@H]1c1ccccc1	/	-12	-5	/	/	98	1	0	/	/
